# Screens deposited in PubChem BioAssay by National Center for Advancing Translational Sciences (NCATS).
# RXFP1 agonist: activates the human relaxin receptor RXFP1. Q9HBX9. HEK293T-RXFP1 cAMP TR-FRET, 30 min; response scale: percent of porcine relaxin response, buffer zero. Potency, µM (doses to about 57.5 µM), inactives show at the highest dose activation, hits mostly activators. 370,000 tested, 0.3% active. AID 2676; active = well fitted activation curve with a large enough effect; inconclusive = small, poorly fitted or top-dose-only effect; also: potency is read from the fitted curve at half-maximal effect; % is scaled to controls: 0 for no effect and ±100 for the full control effect; nearly all actives have a fitted effect of over 60% in size; many of its hits are not listed in these tables
# Target sequence (Q9HBX9 whole entry, looked up): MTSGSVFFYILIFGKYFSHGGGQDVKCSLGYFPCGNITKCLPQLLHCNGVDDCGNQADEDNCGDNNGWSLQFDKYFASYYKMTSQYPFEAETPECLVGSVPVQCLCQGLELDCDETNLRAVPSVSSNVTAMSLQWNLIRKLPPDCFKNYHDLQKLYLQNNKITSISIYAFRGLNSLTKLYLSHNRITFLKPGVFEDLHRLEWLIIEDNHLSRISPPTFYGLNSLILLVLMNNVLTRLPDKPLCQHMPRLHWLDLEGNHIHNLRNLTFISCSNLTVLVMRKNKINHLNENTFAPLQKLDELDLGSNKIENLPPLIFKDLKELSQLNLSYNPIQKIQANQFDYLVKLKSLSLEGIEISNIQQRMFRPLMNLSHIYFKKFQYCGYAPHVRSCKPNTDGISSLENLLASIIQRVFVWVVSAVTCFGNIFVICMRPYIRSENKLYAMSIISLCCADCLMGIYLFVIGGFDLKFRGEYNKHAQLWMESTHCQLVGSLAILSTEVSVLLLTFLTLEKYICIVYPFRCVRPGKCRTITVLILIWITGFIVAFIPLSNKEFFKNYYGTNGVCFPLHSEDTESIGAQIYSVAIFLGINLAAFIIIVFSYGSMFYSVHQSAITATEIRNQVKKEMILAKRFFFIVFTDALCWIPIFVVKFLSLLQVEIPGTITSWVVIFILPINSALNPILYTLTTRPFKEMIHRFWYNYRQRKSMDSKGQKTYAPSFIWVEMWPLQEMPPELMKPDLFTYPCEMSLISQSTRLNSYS
#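 HEK293 cells stably expressing RXFP1, treated 30 min at 37C with compounds plus PDE4 inhibitor Ro 20174; cAMP measured by HTRF TR-FRET. Normalized to buffer and 29 nM porcine relaxin; EC50 by Hill fit.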
# D2 agonist: agonists of human D2 dopamine receptor; P14416; HEK293 T-REx D2 cells, calcium flux agonist mode; activation, % at 2 µM; 340,000 tested, 0.53% active; AID 485358;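 active = activation over 3 SD above normal in the single-dose calcium agonist read, cut at about 30% in these data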; also: 0% is about no effect
#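 Agonism scored from kinetic calcium signal (1 read/sec, 180 s) following compound pin transfer, after a 10 s baseline. Cells: HEK293 Trex line expressing inducible D2 receptor coupled to calcium, dye-loaded after overnight culture at 30 C.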
# D2 antag: D2 dopamine receptor (human) antagonism; HEK293 TREx D2 cells, calcium flux, dopamine EC80; inhibition, % at 10 µM; 340,000 tested, 2% active; AID 485344; in the data active = inhibition above about 30%; also: 0% is about no effect
#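 Calcium flux kinetic readout in an inducible HEK293 TREx D2 line plated overnight at 30 C. After 180 s compound exposure, an EC80 dopamine challenge follows with another 180 s kinetic read to detect antagonism.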
# TRHR enhancer: allosterically enhances the human TRH receptor. P34981. TRHR cells, fluo-8 calcium fluorescence, EC20 TRH enhancement. enhancement, % at 2 µM. 360,000 tested, 0.66% active. AID 493056; in the data active = enhancement above about 30%; also: 0% is about no effect
#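 Enhancer read-out: after compound pinning and an initial kinetic agonist-mode read, an EC20 of TRH (10 nM final) was injected and fluo-8 calcium signal (Ex 480/Em 530) followed at 1 s/cycle for 100 cycles in TRHR-expressing cells.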
# D1 antag: antagonists of human D1 dopamine receptor. 360,000 tested, 3.2% active. activity change, negative = inhibition, % at 10 µM. P21728. HEK293 TREx D1 cells, calcium flux, dopamine EC80; stronger effect = lower value; in the data active = activity change below about -30%; also: % is scaled to controls: 0 for no effect and ±100 for the full control effect
#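 Tetracycline-induced HEK293 T-REx cells with force-coupled D1 receptor were loaded with a no-wash calcium dye. Compound was added after a 10 s baseline and read kinetically for 180 s; EC80 dopamine was then added and calcium flux followed another 180 s.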
# D2 potentiator: D2 dopamine receptor (human) potentiation; P14416; HEK293 T-REx D2, calcium flux, EC20 dopamine potentiation; 340,000 tested, 0.34% active; potentiation, % at 10 µM;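 active = potentiation over 3 SD above the plate norm, cut at about 30% in these data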; also: 0% is about no effect
#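 Cells plated with tetracycline inducer and held overnight at 30 C; calcium dye loaded 30–90 min at room temperature; baseline taken, compound added and read 180 s; EC20 dopamine then added and read 180 s.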
# D1 potentiator: potentiators of human D1 dopamine receptor | P21728 | HEK293 TREx D1 cells, calcium flux, dopamine EC20 potentiation | potentiation, % at 10 µM | 360,000 tested, 0.036% active | AID 504651; in the data active = potentiation above about 30%; also: 0% is about no effect
# D1 ag: agonists of human D1 dopamine receptor | HEK293 T-REx D1 cells, calcium flux, agonist mode | activation, % at 2 µM | 360,000 tested, 1% active; in the data active = activation above about 30%; also: 0% is about no effect
#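 Inducible HEK293 T-REx D1 cells, force-coupled to calcium signalling, were plated at 4000 cells/well with tetracycline and held overnight at 30 C. After no-wash calcium dye loading, compound-evoked calcium rise over 180 s flagged agonists.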
# RXFP1 antag: RXFP1 (human) relaxin receptor antagonism; Q9HBX9; HEK293-RXFP1, relaxin-stimulated cAMP HTRF, 30 min; stronger effect = lower value; activity change, negative = inhibition, % at 57.5 µM; 350,000 tested, 0.59% active; AID 1259400;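 active = activity change of -60% or lower, but not beyond a set lower limit; inconclusive = change between -60% and -40%, or beyond the set limit; inactive = change above -40%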; also: % is scaled to controls: 0 for no effect and ±100 for the full control effect
# * marks the source's active call; other numbers are inactive results; ? = inconclusive; / = no result given. These rows are one share of the data; the hit share may differ from the screen's.
SMILES,RXFP1 agonist,D2 agonist,D2 antag,TRHR enhancer,D1 antag,D2 potentiator,D1 potentiator,D1 ag,RXFP1 antag
Cc1cc(C(=O)N2CCOCC2)n(-c2ccccc2)n1,1.5%,-0.7,7.1,3.3,15.0,7.5,0.6,3.3,/
Cc1[nH]nc(-c2ccc(O)cc2O)c1-c1ccc(Cl)cc1,-0.5%,-0.8,-4.6,6.0,-16.7,11.0,-2.0,4.0,12.4
Cc1ccc(-n2c(O)c(/C=N/Nc3ccc(S(=O)(=O)N4CCOCC4)cc3[N+](=O)[O-])c3ccccc3c2=O)c(C)c1,0.3%,-0.1,-5.8,-2.7,-4.2,7.3,-2.4,2.0,-93.5*
O=C(CSc1ccccc1C(=O)O)c1ccccc1,3.4%,0.1,-7.4,21.3,-0.3,12.2,-5.3,2.8,-8.3
Cc1cccc(N(C)c2ncnc3onc(-c4ccc(F)cc4)c23)c1C,0.5%,-1.8,-11.5,-1.9,-11.9,1.8,4.2,1.4,/
COC(=O)C1(C)NC(c2ccccc2F)C2C(=O)N(c3ccccc3)C(=O)C21 (stereo not drawn),-1.1%,-0.4,-22.4,4.9,-11.8,12.0,1.8,-4.3,7.5
O=c1c2ccccc2c2ccccc2c(=O)n1Cc1ccco1,-0.2%,/,/,1.4,2.4,/,0.2,7.1,0.2
COc1cc(C(=O)N/N=C/c2ccc(OC(=O)N3CCOCC3)cc2)cc(OC)c1OC,-0.4%,0.6,-6.7,1.4,14.5,-4.8,0.4,1.4,0.8
CC1CN(C(=O)C(C)N2CCN(c3cccc(Cl)c3)CC2)CC(C)O1 (stereo not drawn),-1.7%,0.2,13.5,-2.8,1.3,12.9,-14.3,1.7,4.0
Cn1c(CCN2CCCCC2)nc2cc(NS(=O)(=O)c3ccccc3)ccc21,2.3%,-1.0,37.9*,2.3,-13.8,-15.6,-5.2,2.4,-4.6

# Retrieved one by one from above, 2 records:
SMILES,RXFP1 agonist,D2 agonist,D2 antag,TRHR enhancer,D1 antag,D2 potentiator,D1 potentiator,D1 ag,RXFP1 antag
COc1cc(C(=O)N/N=C/c2ccc(OC(=O)N3CCOCC3)cc2)cc(OC)c1OC,-0.4%,0.6,-6.7,1.4,14.5,-4.8,0.4,1.4,0.8
CC1CN(C(=O)C(C)N2CCN(c3cccc(Cl)c3)CC2)CC(C)O1 (stereo not drawn),-1.7%,0.2,13.5,-2.8,1.3,12.9,-14.3,1.7,4.0

# Additional entries.
SMILES,RXFP1 agonist,D2 agonist,D2 antag,TRHR enhancer,D1 antag,D2 potentiator,D1 potentiator,D1 ag,RXFP1 antag
Nc1ccccc1C(=O)NCc1ccccc1,-0.5%,-1.0,13.0,0.5,5.4,-3.8,9.9,3.5,-5.2
OC(c1ccccc1)(c1ccccc1)c1ncc[nH]1,0.2%,-0.3,5.2,5.0,4.4,-0.1,-1.1,1.8,/
COc1ccc(NC(=O)CCCCn2c(=O)[nH]c3ccccc3c2=O)cc1,0.4%,-0.6,12.4,4.2,-14.7,3.2,-5.0,1.9,0.4
COc1ccc(Cn2ccc3nc(C)c(C(=O)NCc4ccc(SC)cc4)cc3c2=O)cc1,?,2.7,/,1.4,15.9,-6.0,-4.2,3.8,1.9
NC(=S)NNC(=S)Nc1ccccc1,1.8%,0.5,-1.7,14.5,9.6,-4.3,13.9,2.7,-11.5
COCCN(C(=O)COC(=O)CCc1ccccc1)c1c(N)n(Cc2ccccc2)c(=O)[nH]c1=O,-0.4%,0.4,4.9,-1.4,1.1,-8.3,-5.0,1.2,-7.6
COc1cccc(NC(=O)C2CCCN2S(=O)(=O)c2ccc3nc(-c4ccccc4)[nH]c3c2)c1 (stereo not drawn),8.8%,-1.0,/,-4.6,0.2,-1.2,-3.5,8.7,/
COc1ccc(C(=O)NC2CCN(CC(=O)NC3CCCCC3)CC2)cc1,0.7%,-0.2,-13.7,1.4,28.1,5.9,-4.5,-1.4,8.0
CCN1CCCC1CNC(=O)c1cc(NC(C)=O)c(N(C)C)cc1OC (stereo not drawn),-0.7%,-0.5,69.3*,1.0,-9.6,-18.7,-11.1,2.3,-6.7
CCCc1nc(SCc2cccnc2)c2c(=O)n(C)c(=O)n(C)c2n1,4.5%,-0.5,-14.7,0.2,9.3,10.5,16.5,-1.4,-0.1
O=C(CCc1c[nH]c2ccccc12)OCc1ccc(Br)cc1,1.5%,-0.7,11.3,-9.1,-17.3,-4.7,-10.4,6.1,?
CCOC(=O)N1CCN(C(=O)/C(=C\c2ccc(SC)cc2)NC(=O)c2ccccc2)CC1,1.1%,0.1,-5.5,16.0,10.3,4.1,-6.5,-0.2,-10.7
N=C(SC1CC(=O)N(c2ccc(F)cc2)C1=O)N1N=C(c2ccccc2)CC1c1ccccc1 (stereo not drawn),-1.4%,-1.6,-8.7,8.9,10.8,22.4,-0.7,3.3,9.6
CN(C)C(CNC(=O)Cc1ccc([N+](=O)[O-])cc1)c1ccccc1 (stereo not drawn),0.5%,0.3,-3.1,4.8,2.8,-8.8,7.2,2.6,-14.8
Cc1ccc(CN(Cc2cccn2-c2nnc(N3CCCC3=O)s2)C(=O)Nc2ccccc2Cl)cc1,8.2%,1.0,/,3.1,-68.9*,-16.0,-3.5,2.0,-20.3
COc1cc(C(=O)NCCc2ccc(F)cc2)c([N+](=O)[O-])cc1OC,0.8%,0.0,10.2,-14.2,1.6,9.8,-5.0,1.7,-29.3
CC(C)OCc1ccc(C(=O)N2CCN(S(=O)(=O)c3ccc(Br)s3)CC2)cc1,0.0%,1.0,-19.3,7.2,15.4,8.1,/,10.0,-5.9
Cc1ccc(-n2ncc3c(NCc4ccco4)ncnc32)c(C)c1,-0.5%,-0.3,1.4,-10.6,-16.3,-5.3,-10.9,0.0,/
O=C(Cc1c[nH]c2ccccc12)NC1(C(=O)NC2CCCC2)CCCCC1,0.5%,0.2,-2.3,-9.8,-15.2,/,-2.1,1.5,1.4
Cc1ccc(NC(=O)C2CCN(S(=O)(=O)c3ccc4c(c3)OCCO4)CC2)nc1,0.0%,0.0,-3.0,6.4,12.9,13.4,0.2,0.0,-7.2
COC(=O)c1ccc2c(c1)NC(=O)C(N1CCCC1)S2 (stereo not drawn),1.2%,-0.7,-2.5,2.8,-6.6,10.2,-1.1,2.7,0.9
COc1cc(-c2ccc(NC(C)=O)c(OC)c2)ccc1NC(C)=O,2.0%,0.1,0.9,-1.0,-9.8,-5.3,-3.8,3.4,1.2
CN1CCN(C(=O)C2=C[C@@H](C3CCCCC3)C[C@@H](OCCCCO)O2)CC1,-2.7%,-0.2,-6.4,2.2,5.1,4.8,-4.0,1.0,/
Cc1ccc(NC(=S)N2CCC(NC(=O)C3CCCCC3)CC2)cc1C,2.7%,-0.3,8.3,-8.0,-4.5,-9.0,-1.9,2.0,-23.1
COc1ccc(CC(=O)NCc2ccc3c(c2)CCN3C(C)=O)cc1OC,1.8%,-0.1,/,3.2,10.9,-13.6,-2.8,0.4,14.8
O=[N+]([O-])c1ccc2c(c1N1CCCCC1)=NC1(CCCCC1)[N+]=2[O-],-1.0%,3.6,-5.8,1.6,6.0,24.9,4.5,1.0,-25.1
CSCCC(NS(=O)(=O)c1ccc2c(c1)oc(=O)n2C)C(=O)NCc1ccc(F)cc1 (stereo not drawn),4.7%,0.7,/,-0.6,-6.1,3.2,3.5,-0.4,/
CCOc1cc(C(=O)Nc2ccc(S(=O)(=O)N3CCCCC3)cc2)ccc1OCC(=O)N1CCOCC1,-0.1%,0.6,25.3,-4.1,-9.2,-4.5,-5.3,3.8,7.4
CCCCNC(=O)C1CCC(CNS(=O)(=O)c2c(C)cc(C)cc2C)CC1 (stereo not drawn),1.3%,0.0,10.5,4.2,-8.2,-5.4,-3.0,2.2,-4.9
Cc1cccc(NC(=O)c2ccc3nccnc3c2)n1,5.2%,0.0,2.4,11.3,3.8,7.2,-0.2,2.2,0.0

# A second format for some results above.
# Values in the order: RXFP1 agonist, D2 agonist, D2 antag, TRHR enhancer, D1 antag, D2 potentiator, D1 potentiator, D1 ag, RXFP1 antag
- COc1ccc(CC(=O)NCc2ccc3c(c2)CCN3C(C)=O)cc1OC
    1.8%, -0.1, /, 3.2, 10.9, -13.6, -2.8, 0.4, 14.8
- O=[N+]([O-])c1ccc2c(c1N1CCCCC1)=NC1(CCCCC1)[N+]=2[O-]
    -1.0%, 3.6, -5.8, 1.6, 6.0, 24.9, 4.5, 1.0, -25.1

# Continued.
SMILES,RXFP1 agonist,D2 agonist,D2 antag,TRHR enhancer,D1 antag,D2 potentiator,D1 potentiator,D1 ag,RXFP1 antag
CCOC(=O)COc1cccc2c(=O)n(CC(=O)NCc3ccccc3)ccc12,18.6%,/,/,0.7,8.8,3.7,1.1,0.5,-1.7
Cc1cc(OCc2cc(C(=O)NCc3csc(C(C)C)n3)no2)cc(C)c1Cl,-0.4%,3.0,-10.1,2.8,-40.8*,-4.3,5.7,70.8*,-8.9
O=S(=O)(c1ccc(F)cc1F)N1CCCN(c2ccc(C(F)(F)F)cn2)CC1,1.5%,-0.5,-8.4,-1.4,1.1,4.3,-2.5,3.4,-15.7
CC1=C(C(=O)Nc2ccc(CC(=O)NCc3ccccc3C)cc2)SCCO1,-0.1%,-0.2,17.6,0.5,1.1,-6.2,-5.1,1.2,9.2
COCCN(C/C=C/c1ccccc1)C/C=C/c1ccccc1,1.5%,-1.0,11.7,-2.3,7.7,-20.6,-3.5,5.4,?
Cc1cc(OCC(=O)NC(C)C)ccc1Cl,0.5%,0.3,17.4,-0.9,-24.2,-9.1,1.0,11.4,-3.2
O=C(NCCc1ccc(Cl)cc1)c1ccc(CNc2c(N3CCOCC3)c(=O)c2=O)cc1,4.5%,-0.5,4.9,-14.1,-18.5,1.3,-0.9,2.2,-0.3
CSc1ccc(S(=O)(=O)N2CCC(C(=O)N3CCc4ccccc4C3)CC2)cc1,2.0%,0.0,-5.4,-4.8,-5.5,-5.7,-14.1,6.7,-17.1

# Looked up above.
# In D2 potentiator, `O=S(=O)(c1ccc(F)cc1F)N1CCCN(c2ccc(C(F)(F)F)cn2)CC1` is listed with 4.3
# In TRHR enhancer, `Cc1cc(OCc2cc(C(=O)NCc3csc(C(C)C)n3)no2)cc(C)c1Cl` is listed with 2.8
# In RXFP1 agonist, `COCCN(C/C=C/c1ccccc1)C/C=C/c1ccccc1` is listed with 1.5%
